Screening data as filed in PubChem.
ALOX12 inh = blocks human arachidonate 12S-lipoxygenase; P18054; purified 12hLO, xylenol orange hydroperoxide absorbance; Potency, µM (top dose mostly 108 µM), inactives show at the highest dose activity change, negative = inhibition, hits mostly inhibitors; 580,000 tested, 1.1% active; also: potency is read from the fitted curve at half-maximal effect; % is scaled to controls: 0 for no effect and ±100 for the full control effect
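Hydroperoxide product was detected by ferrous iron/xylenol orange as the 573 to 405 nm absorbance ratio. Arachidonic acid at 40 uM (final) was turned over for 30 min at room temperature by 150 nM human 12hLO, pH 7.0 Hepes buffer, after 15 min compound preincubation.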
LDHA inh = inhibitors of human lactate dehydrogenase A | P00338 | 480,000 tested, 0.15% active | activity change, % (values are at about 110 or 230 µM) | purified LDHA, NADH/diaphorase-resazurin fluorescence; stronger effect = lower value | AID 1347041; in the data active = activity change below about -30%; inconclusive = mostly about -25% to -30%;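 also: plate controls were DMSO wells for no effect and wells without enzyme for full effect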
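LDH5 2 nM; NADH 0.06 mM, pyruvate 0.2 mM; 200 mM Tris pH 7.4, EDTA, Tween-20; 5 min RT. Detection: diaphorase 0.133 mg/mL + resazurin 37 µM, fluorescence ex540/em590 at 0 and 20 min; normalized to enzyme-free and DMSO wells.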
Apoferritin bind = candidate novel general anesthetic via apoferritin binding. P02791. apoferritin/1-aminoanthracene competitive binding, fluorescence. Potency, µM (highest dose often 77.5 µM), for the others: at the top dose activity change, negative = displacement, hits mostly inhibitors. 350,000 tested, 0.074% active; also: potency is read from the fitted curve at half-maximal effect; % is scaled to controls: 0 for no effect and ±100 for the full control effect; nearly all actives have a fitted effect of over 20% in size
Target sequence (P02791 2-175 limits assumed): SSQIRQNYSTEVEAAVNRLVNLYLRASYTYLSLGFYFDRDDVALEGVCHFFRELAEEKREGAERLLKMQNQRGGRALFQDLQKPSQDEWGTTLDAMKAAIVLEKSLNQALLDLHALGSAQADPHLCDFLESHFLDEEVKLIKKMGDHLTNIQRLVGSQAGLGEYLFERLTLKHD
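Concentration-response curves derived by four-parameter Hill fitting of normalized fluorescence, where compounds displaced 1-AMA from 10 uM horse apoferritin following a brief 10 min room-temperature incubation; propofol titration acted as positive control.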
POLK inh = DNA polymerase kappa (human) inhibition; purified Pol kappa, fluorescent DNA synthesis assay, 10 min; AID 588579; Potency, µM (series often up to 107 µM), for the others: at the top dose activity, negative = inhibition, usual class: inhibitors; 400,000 tested, 0.53% active; also: potency is read from the fitted curve at half-maximal effect; % is scaled to controls: 0 for no effect and ±100 for the full control effect
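Inhibition of 10 nM Pol kappa is measured by a fluorescent read-out at 0 and 10 min following addition of 50 nM substrate (final), with a 15-min room-temperature compound preincubation.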
RGS4 inh = blocks human RGS4-accelerated GTP hydrolysis; Transcreener GDP fluorescence polarization, RGS4-accelerated GTP hydrolysis; 390,000 tested, 0.039% active; AID 504845; P49798; Potency, µM (doses to about 114 µM), inactives show top-dose activity change, negative = inhibition, hits mostly inhibitors; also: potency is read from the fitted curve at half-maximal effect; % is scaled to controls: 0 for no effect and ±100 for the full control effect; nearly all actives have a fitted effect of over 75% in size; some results filed as inactive show a strong effect at the top dose
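MLSMR compounds (23 nl, pin-transferred) preincubated 10 min at room temperature with a 500nM (2x) first reagent, then RGS4 at 900nM (2x) plus Transcreener GDP mix added; fluorescence polarization (620/688 nm) read before and after 90 min at 30 °C.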
APE1 inh = APE1 (human) endonuclease inhibition; P27695; recombinant APE1, TAMRA/BHQ-2 abasic DNA cleavage fluorescence; Potency, µM (top dose mostly 65.8 µM), without a hit: top-dose activity change, negative = inhibition, most hits filed as inhibitors; 350,000 tested, 0.35% active; AID 2517;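 also: potency is read from the fitted curve at half-maximal effect; plate controls were vehicle for no effect and reference inhibitor for full effect; nearly all actives have a fitted effect of over 55% in size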
Target sequence (P27695 whole entry, looked up): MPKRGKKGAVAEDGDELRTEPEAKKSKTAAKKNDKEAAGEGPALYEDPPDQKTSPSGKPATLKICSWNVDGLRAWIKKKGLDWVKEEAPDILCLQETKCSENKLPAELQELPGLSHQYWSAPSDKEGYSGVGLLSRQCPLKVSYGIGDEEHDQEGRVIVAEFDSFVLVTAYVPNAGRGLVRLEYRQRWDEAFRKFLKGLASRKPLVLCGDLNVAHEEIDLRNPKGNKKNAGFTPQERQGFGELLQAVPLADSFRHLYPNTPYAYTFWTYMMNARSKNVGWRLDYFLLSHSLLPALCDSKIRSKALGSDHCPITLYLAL
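0.75 nM APE1 + cpd, 15 min RT; start w/ 50 nM TAMRA/BHQ-2 THF-abasic dsDNA; kinetic fluor 525/598 nm ×3 reads @60 s; Δ(read3−read1); normalized to DMSO and NSC13755 control wells.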
POLB inh = inhibitors of human DNA polymerase beta; P06746; Pol beta primer extension/strand displacement, fluorescence kinetic; Potency, µM (highest dose often 114 µM), inactives show top-dose activity change, negative = inhibition, most hits filed as inhibitors; 340,000 tested, 1.3% active; AID 485314; also: potency is read from the fitted curve at half-maximal effect; % is scaled to controls: 0 for no effect and ±100 for the full control effect
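Human Pol beta at 10 nM; strand-displacement substrate 50 nM final. Compound exposure 15 min at room temperature before start, reaction 10 min at room temperature.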
POLH inh = DNA polymerase eta (human) inhibition. Q9Y253. recombinant Pol eta, fluorescent DNA replication assay. Potency, µM (titrated, usually from 114 µM), for the others: at the top dose activity change, negative = inhibition, usual class: inhibitors. 390,000 tested, 1.2% active. AID 588591; also: potency is read from the fitted curve at half-maximal effect; % is scaled to controls: 0 for no effect and ±100 for the full control effect
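Pol eta at 10 nM preincubated with compounds 15 min at room temperature; reaction started with fluorescent substrate (50 nM final) and read kinetically at 0 and 10 min.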
ERG-DNA inh = blocks human ERG Ets domain binding to DNA; fluorescence polarization, His-ERG Ets domain / labelled DNA; Potency, µM (highest dose often 76.9 µM), without a hit: top-dose FP activity, negative = inhibition, usual class: inhibitors; 370,000 tested, 0.028% active; AID 624246; active = well fitted inhibition curve with a large enough effect in the polarisation, with a control signal flat; inconclusive = small, poorly fitted or top-dose-only effect, or effect the other way, or a change in a side signal; inactive = no such curve, though single readings can be large or run the other way; the % refers to the polarisation;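 also: polarization taken with two DNA probes labelled with fluorescein and Texas red; potency is read from the fitted curve at half-maximal effect; % of control where 0% means no effect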
Target sequence (P11308 whole entry, looked up, the tested form may be a part): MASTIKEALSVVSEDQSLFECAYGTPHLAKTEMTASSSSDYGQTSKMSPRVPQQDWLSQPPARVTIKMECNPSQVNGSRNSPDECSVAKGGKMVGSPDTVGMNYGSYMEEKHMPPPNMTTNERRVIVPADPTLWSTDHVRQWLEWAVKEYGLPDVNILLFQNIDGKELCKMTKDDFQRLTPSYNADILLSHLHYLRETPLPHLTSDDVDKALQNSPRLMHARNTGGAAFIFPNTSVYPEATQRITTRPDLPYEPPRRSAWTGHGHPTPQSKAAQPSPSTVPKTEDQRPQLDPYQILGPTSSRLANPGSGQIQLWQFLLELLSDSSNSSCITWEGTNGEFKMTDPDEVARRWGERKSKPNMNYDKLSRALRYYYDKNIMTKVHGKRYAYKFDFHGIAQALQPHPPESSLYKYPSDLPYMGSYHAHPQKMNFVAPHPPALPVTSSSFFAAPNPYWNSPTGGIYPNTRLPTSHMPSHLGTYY
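His-tagged ERG Ets domain (1 uM in the protein solution; 300mM KCl, 50mM Tris-HCl, 1mM EDTA, 1mM DTT, pH 7.5) received compound, then a probe mix of 5 nM fluorescein-DNA and 100nM Texas-615-DNA. Fluorescence polarization was read for both dyes.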
* hit, by the source's call; & = joins results of further samples; [ ] = another dose, or the depositor's remark. Unless noted, calls follow the shape of the dose curve; as a rule, active = well fitted curve in the direction sought with a large enough effect; inconclusive = small, poorly fitted or top-dose-only effect, or another doubt; inactive = no such curve, though single readings can be large; an effect the other way counts as inactive or inconclusive. These rows are one share of the data; the hit share may differ from the screen's.

What do the screens show for `CC(C)c1ccc(NC(=O)c2ccc(NC3=NC4CS(=O)(=O)CC4S3)cc2)cc1` (centres undefined)?
ALOX12 inh: inconclusive; LDHA inh: -15; Apoferritin bind: inconclusive; POLK inh: -4%; RGS4 inh: -10%; APE1 inh: -22%; POLB inh: -30%; POLH inh: -4%; ERG-DNA inh: -2%

What do the screens show for `COc1cccc(CNC(=O)c2ccc(CS(=O)Cc3ccc(Cl)cc3)o2)c1` (centres undefined)?
ALOX12 inh: -20%; LDHA inh: -1; Apoferritin bind: -8%; POLK inh: -6%; RGS4 inh: 7%; POLB inh: 10%; POLH inh: -20%; ERG-DNA inh: 6%

How did Cc1c(C(=O)NCc2cccc(Br)c2)oc2ccc3c(c12)C(=O)CC(C)(C)O3 do in these assays?
ALOX12 inh: -20%; LDHA inh: -2; Apoferritin bind: -13%; POLK inh: inconclusive; RGS4 inh: 4%; POLB inh: 8%; ERG-DNA inh: -17%

How did COc1cc(Cl)c(C)cc1NC(=O)Cn1ncc2c(=O)oc3ccccc3c21 do in these assays?
ALOX12 inh: -2%; LDHA inh: 0; Apoferritin bind: 1%; POLK inh: 6%; RGS4 inh: -9%; POLB inh: 30%; POLH inh: -13%; ERG-DNA inh: 0%

How did COc1ccc(CN2C(=O)c3cccnc3C2=O)cc1S(=O)(=O)N1CCOc2ccc(C)cc21 do in these assays?
ALOX12 inh: -1%; LDHA inh: -2; Apoferritin bind: -13%; POLK inh: 0%; RGS4 inh: -8%; APE1 inh: -5%; POLB inh: 1%; POLH inh: -20%; ERG-DNA inh: 7%

Results for Cc1ccc(C(=O)N2CCC(C(=O)NC3CCCC3)CC2)cc1 ?
ALOX12 inh: 6%; LDHA inh: -7; Apoferritin bind: 3%; POLK inh: -12%; RGS4 inh: 15%; APE1 inh: 8%; POLB inh: 16%; POLH inh: -14%; ERG-DNA inh: -2%

Results for COC(=O)c1scc(-c2ccc(C)cc2)c1S(=O)(=O)N1CCN(c2ccc(F)cc2)CC1 ?
ALOX12 inh: inconclusive; LDHA inh: 0; Apoferritin bind: 3%; POLK inh: -16%; RGS4 inh: -12%; POLB inh: 7%; POLH inh: -11%; ERG-DNA inh: 0%

Results for Cc1ccccc1OCc1nc2ccccc2c(=O)n1N ?
ALOX12 inh: 9%; LDHA inh: -6; Apoferritin bind: inconclusive; POLK inh: -1%; RGS4 inh: 9%; APE1 inh: 4%; POLB inh: -2%; POLH inh: -6%; ERG-DNA inh: 0%

How did Cc1ccc(C(=O)N/N=C\c2ccc3c(c2)OCO3)cn1 do in these assays?
ALOX12 inh: -7%; LDHA inh: -2; Apoferritin bind: -4%; POLK inh: -30%; RGS4 inh: 18%; APE1 inh: 26%; POLB inh: 31%; POLH inh: 1%; ERG-DNA inh: -5%

What do the screens show for `CC(C)CC(=O)Nc1nc2ccc(S(=O)(=O)N3CCOCC3)cc2s1`?
ALOX12 inh: -7%; LDHA inh: -1; Apoferritin bind: -6%; POLK inh: 6%; RGS4 inh: -8%; APE1 inh: -2%; POLB inh: 1%; POLH inh: -9%; ERG-DNA inh: -5%

Results for COc1ccc(Cn2cnc3c([N+](=O)[O-])c(C)c(C)cc32)cc1 ?
ALOX12 inh: inconclusive; LDHA inh: 2; Apoferritin bind: inconclusive; POLK inh: -20%; RGS4 inh: -9%; APE1 inh: -5%; POLB inh: 2%; POLH inh: -17%; ERG-DNA inh: 1%

What do the screens show for `CCC(=O)N1CCc2cc(OC)c(OC)cc2C1COc1ccccc1OC` (centres undefined)?
ALOX12 inh: inconclusive; LDHA inh: -1&7; Apoferritin bind: -2%&-10%; POLK inh: -24%; RGS4 inh: 13%&9%; APE1 inh: 12%; POLB inh: -9%&1%; POLH inh: 0%&0%; ERG-DNA inh: 5%&1%

How did O=C(CC12CC3CC(CC(C3)C1)C2)NC(=S)Nc1ccc(CN2CCOCC2)cc1 do in these assays?
ALOX12 inh: inconclusive; LDHA inh: -3; Apoferritin bind: -10%; POLK inh: -9%; RGS4 inh: -30%; APE1 inh: 2%; POLB inh: 1%; POLH inh: -7%; ERG-DNA inh: 6%

What do the screens show for `Cc1nc2ccccc2c(=O)n1NC(=O)c1ccc(Cl)cc1`?
ALOX12 inh: 0%; LDHA inh: -15; Apoferritin bind: 10%; POLK inh: -10%; RGS4 inh: -5%; APE1 inh: 55%[activator]; POLB inh: 0%; POLH inh: -5%; ERG-DNA inh: -3%

What do the screens show for `COC(=O)c1ccc(CSc2nnc3sc4ccccc4n23)o1`?
ALOX12 inh: 109%; LDHA inh: 2; Apoferritin bind: -10%; POLK inh: -11%; RGS4 inh: -21%; APE1 inh: 9%; POLB inh: inconclusive; POLH inh: 6%; ERG-DNA inh: 0%

How did Cc1noc(C)c1COc1ccc(C(=O)Nc2ccccc2)cc1 do in these assays?
ALOX12 inh: 6%&-6%; LDHA inh: 3&-6; Apoferritin bind: -6%; POLK inh: -12%; RGS4 inh: 11%; APE1 inh: -6%; POLB inh: -1%; POLH inh: -6%; ERG-DNA inh: 4%

How did COC(=O)c1ccc(NC(=O)Nc2ccccc2F)cc1 do in these assays?
ALOX12 inh: inconclusive; LDHA inh: 0; Apoferritin bind: -6%; POLK inh: 0%; RGS4 inh: -8%; APE1 inh: -1%; POLB inh: 1%; POLH inh: -23%; ERG-DNA inh: -5%

How did COc1ccccc1N1CCN(CCCCCCOc2ccc(F)cc2)CC1 do in these assays?
ALOX12 inh: -30%; LDHA inh: -1; Apoferritin bind: 1%; POLK inh: -20%; RGS4 inh: 10%; APE1 inh: -5%; POLB inh: -1%; POLH inh: -11%; ERG-DNA inh: 0%

What do the screens show for `CC(=O)OC(C(=O)NCc1ccco1)c1cccnc1` (centres undefined)?
ALOX12 inh: 0%; LDHA inh: 10; Apoferritin bind: 4%; POLK inh: -8%; RGS4 inh: 10%; APE1 inh: 2%; POLB inh: -26%; POLH inh: 19%; ERG-DNA inh: 5%

Results for Cc1c(C(=O)NCc2ccc3c(c2)OCO3)sc2nc(-c3ccccc3)cn12 ?
ALOX12 inh: 18%; LDHA inh: 1; Apoferritin bind: -7%; POLK inh: 9%; RGS4 inh: -8%; APE1 inh: 1%; POLB inh: -29%; POLH inh: -14%; ERG-DNA inh: -20%

Next part (two carried over from the part before).
What do the screens show for `CC(=O)OC(C(=O)NCc1ccco1)c1cccnc1` (centres undefined)?
ALOX12 inh: 0%; LDHA inh: 10; Apoferritin bind: 4%; POLK inh: -8%; RGS4 inh: 10%; APE1 inh: 2%; POLB inh: -26%; POLH inh: 19%; ERG-DNA inh: 5%

Results for Cc1c(C(=O)NCc2ccc3c(c2)OCO3)sc2nc(-c3ccccc3)cn12 ?
ALOX12 inh: 18%; LDHA inh: 1; Apoferritin bind: -7%; POLK inh: 9%; RGS4 inh: -8%; APE1 inh: 1%; POLB inh: -29%; POLH inh: -14%; ERG-DNA inh: -20%

What do the screens show for `CCOc1ccc(Oc2cc(C)nc(SC)n2)nn1`?
ALOX12 inh: 0%; LDHA inh: -7; Apoferritin bind: 14%; POLK inh: -9%; RGS4 inh: -16%; APE1 inh: 15%; POLB inh: -1%; POLH inh: -3%; ERG-DNA inh: -6%

Results for COc1ccc(CCNC(=O)c2sc(=S)n(C)c2N)cc1 ?
ALOX12 inh: 0%; LDHA inh: -1; Apoferritin bind: 0%; POLK inh: -1%; RGS4 inh: -18%; APE1 inh: 22%; POLB inh: -2%; POLH inh: 12%; ERG-DNA inh: 1%

Results for O=C(NCc1cccs1)c1ccc(Cn2c(SCc3ccccc3)nc3cccnc32)cc1 ?
ALOX12 inh: -14%; LDHA inh: -3; Apoferritin bind: 169%[activator]; POLK inh: -3%; RGS4 inh: -4%; POLB inh: 32%; POLH inh: 0%; ERG-DNA inh: 0%

What do the screens show for `CC(C)(C)NC(=O)CN(C(=O)CSc1nnc(COc2ccccc2)o1)c1cccc(F)c1`?
ALOX12 inh: 4%; LDHA inh: -15; Apoferritin bind: -1%; POLK inh: -13%; RGS4 inh: 27%; APE1 inh: 0%; POLB inh: 6%; POLH inh: -6%

How did C/C=C/C=N/NC(=O)CN(c1ccc(Br)cc1)S(=O)(=O)c1ccccc1 do in these assays?
ALOX12 inh: 2%; LDHA inh: -6; Apoferritin bind: -23%; POLK inh: -13%; RGS4 inh: 3%; APE1 inh: -1%; POLB inh: 0%; POLH inh: -21%; ERG-DNA inh: 6%

What do the screens show for `Cc1cc(NC(=O)Nc2cc(Cl)sc2Cl)no1`?
LDHA inh: -5; Apoferritin bind: -16%; POLK inh: -13%; RGS4 inh: -9%; APE1 inh: 6%; POLB inh: 11%; POLH inh: -2%; ERG-DNA inh: -5%

How did O=C(CC1CCCCC1)NCc1ccc(Cl)cc1 do in these assays?
ALOX12 inh: 68%[activator]; LDHA inh: -6; Apoferritin bind: -8%; POLK inh: -2%; RGS4 inh: 22%; APE1 inh: -1%; POLB inh: 9%; POLH inh: -9%; ERG-DNA inh: 4%
